Assay outcomes (PubChem BioAssay)
KCNH2 3.1 block = qHTS for Inhibitors of KCHN2 3.1: Mutant qHTS; Potassium voltage-gated channel subfamily H member 2, brain isoform KCNH2 3.1 (human); U2OS KCNH2 3.1, thallium flux FluxOr; stronger effect = lower value; activity change, % (tested at about 1.8 µM); 340,000 tested, 0.95% active; AID 720553, 2013;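 active = maximum activity change below -70%; inconclusive = maximum activity change from -70% to -50%; inactive = maximum activity change above -50%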;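 note: thallium influx rate constant from kinetic fluorescence after stimulation buffer; % is set by controls: 0 for no effect and ±100 for the full control effect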
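We transduce U2OS cells with the mutant 3.1 virus, culture them overnight, load FluxOr with Red40 quencher for 45 min, then add stimulation buffer and read kinetically for 2 min to derive a normalized rate constant.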
MBNL1 CUG block = qHTS Assay for Inhibitors of MBNL1-poly(CUG) RNA binding; TR-FRET MBNL1-His/biotin-(CUG)12 binding, 665/545 ratio; Potency, µM (highest dose often 57.5 µM), for inactives: at the highest dose activity change, negative = inhibition, usual class: inhibitors; 280,000 tested, 0.036% active; active = well fitted inhibition curve with a large enough effect in the signal ratio, with a control signal flat, not every such curve was filed as active; inconclusive = small, poorly fitted or top-dose-only effect, or effect the other way, or a change in a side signal; inactive = no such curve, though single readings can be large or run the other way; the % refers to the signal ratio; note: potency is the fitted concentration of half-maximal effect; % is set by controls: 0 for no effect and ±100 for the full control effect
Target sequence (Q9NR56 whole entry, looked up): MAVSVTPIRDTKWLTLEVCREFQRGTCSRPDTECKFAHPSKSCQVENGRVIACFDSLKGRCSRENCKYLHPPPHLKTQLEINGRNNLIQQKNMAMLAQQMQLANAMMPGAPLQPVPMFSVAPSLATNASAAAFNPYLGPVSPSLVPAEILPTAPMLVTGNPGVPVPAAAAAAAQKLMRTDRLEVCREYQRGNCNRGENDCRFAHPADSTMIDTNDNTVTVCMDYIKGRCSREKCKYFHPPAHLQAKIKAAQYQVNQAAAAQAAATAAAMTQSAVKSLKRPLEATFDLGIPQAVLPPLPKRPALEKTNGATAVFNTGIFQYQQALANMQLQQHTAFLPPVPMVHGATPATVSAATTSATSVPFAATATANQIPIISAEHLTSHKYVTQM
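TR-FRET between His-tagged MBNL1 and biotin-(CUG)12 RNA, detected with Tb anti-His antibody (0.055 ng/ul) and streptavidin-XL665 (5 nM), 60 min at room temperature. Compounds titrated 92 nM to 58 uM; 665/545 nm ratio normalized to buffer and complex controls.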
S-ASM inh = Inhibitors of Secretory Acid Sphingomyelinase (S-ASM): qHTS; Sphingomyelin phosphodiesterase (Homo sapiens), P17405; placental ASM, HMU-PC fluorogenic substrate, 60 min; Potency, µM (doses to about 57.5 µM), inactives show at the highest dose activity change, negative = inhibition, most hits filed as inhibitors; 340,000 tested, 0.006% active; AID 504937, 2011; note: potency is the fitted concentration of half-maximal effect
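Human placenta-derived ASM preincubated with compound 10 min at room temperature, then reacted with 9 uM (final) fluorogenic HMU-PC substrate for 60 min at 37 C. Stop solution raises pH to 10; fluorescence read at Ex 386/Em 447 nm.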
FBPA coupling cs = qHTS Assay for Inhibitors of Fructose-1,6-bisphosphate Aldolase from Giardia Lamblia: Coupling assay counterscreen. coupling enzyme system counterscreen, AmpLite Red fluorescence. activity change, negative = inhibition, % at 58.2 µM, hits read low. 290,000 tested, 0.67% active; in the data active = activity change below about -30%; note: % is set by controls: 0 for no effect and ±100 for the full control effect
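Compounds tested against the coupling enzymes alone at 57.5 uM final; readout was AmpLite Red fluorescence (525/598 nm) after 20 min at RT.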
a7 integrin act = qHTS for Activators of Integrin-Mediated Alleviation for Muscular Dystrophy; alpha7betagal myoblasts, beta-gal FDG fluorescence, 48 h; 350,000 tested, 0.064% active; AID 624291, 2012; Potency, µM (highest dose often 38.3 µM), for inactives: at the highest dose activation, usual class: activators;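 note: potency is the fitted concentration of half-maximal effect; 100% = response of the positive control SU9516; nearly all actives have a fitted effect of over 60% in size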
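Alpha7betagal+/- myoblasts (passage 13) were plated 16-24 hr, then exposed to compounds (1:260 dilution of DMSO stock) for 48 hours at 37C. After MPER lysis, β-galactosidase reporter activity was read as FDG fluorescence (ex 480/em 540) after 30 minutes.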
CXXC DNA block = qHTS Fluorescence Polarization Assay for Inhibitors of MLL CXXC domain - DNA interaction. 290,000 tested, 0.037% active. Histone-lysine N-methyltransferase 2A (Homo sapiens), Q03164. MLL-CXXC / FITC-HOXA9 DNA fluorescence polarization. Potency, µM (titrated, usually from 115 µM), for the others: top-dose activity change, negative = inhibition, hits mostly inhibitors. AID 2662, 2010; active = well fitted inhibition curve with a large enough effect in the polarisation, with a control signal flat, not every such curve was filed as active; inconclusive = small, poorly fitted or top-dose-only effect, or effect the other way, or a change in a side signal; inactive = no such curve, though single readings can be large or run the other way; the % refers to the polarisation; note: potency is the fitted concentration of half-maximal effect
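Steps: dispense CXXC domain solution (7 uM) → pin compounds or unlabeled HOX-A9 DNA control → 5 min ambient → add FLSN-HOX-A9 solution (50 nM) → spin → 30 min ambient → fluorescence polarization. Tris pH 7.5/NaCl/DTT/BSA buffer.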
KCNH2 WT inh = qHTS for Inhibitors of KCHN2 3.1: Wildtype qHTS. activity change, % at 1.84 µM. U2OS, BacMam KCNH2, thallium flux FluxOr; stronger effect = lower value. AID 720551, 2013. 340,000 tested, 0.37% active;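 active = maximum activity change below -70%; inconclusive = maximum activity change between -70% and -50%; inactive = maximum activity change above -50%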; note: % is set by controls: 0 for no effect and ±100 for the full control effect
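U2OS cells were transduced with wild-type KCNH2 virus (2.03 x 10^8 / mL) for 4 h at room temperature, then cultured overnight at 37 C. Thallium flux was read with FluxOr dye. Rate constants were normalized to DMSO controls.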
AT treatment = qHTS Assay for Identifying a Potential Treatment of Ataxia-Telangiectasia; Potency, µM (doses to about 57.5 µM), inactives show top-dose activation, hits mostly activators; AID 485349, 2010; […] A-T fibroblasts, KAP-1 phosphorylation AlphaLISA; neocarzinostatin DNA damage 30 min before lysis; 320,000 tested, 0.19% active; note: potency is the fitted concentration of half-maximal effect; % of control where 0% means no effect; nearly all actives have a fitted effect of over 45% in size
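hTERT-immortalized A-T patient fibroblasts ([…]), 500 cells/well in OPTI-MEM, 1% FBS, got compounds for 60 min, then NCS for 30 min at 37C. Lysates were then assayed for phospho-KAP-1 by AlphaLISA (anti-pKAP1 donor, anti-KAP1 acceptor beads), 6 hr at 25C.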
TRPV1 agonist = HTS Assay for Compounds that Act as Agonists of the Vanilloid Receptor 1. activation, % at 8.33 µM. Transient receptor potential cation channel subfamily V member 1 (Homo sapiens), Q8NER1. TRPV1-expressing cells, Fluo-8 calcium influx, agonist mode. 320,000 tested, 0.19% active; in the data active = activation above about 80%; inconclusive = between about 30% and that limit; note: 0% is about no effect
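TRPV1-expressing cells were cultured overnight at 35.5C and loaded with Fluo-8 calcium dye for 40 to 90 min at room temperature. After a 10 s baseline, compound was added and calcium influx was read kinetically for 3 min (ex 480/em 520 nm).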
GALK inhibitor = qHTS Assay for Inhibitors of Human Galactokinase (GALK). AID 1868, 2009. Potency, µM (series often up to 57.5 µM), for inactives: top-dose activity change, negative = inhibition, most hits filed as inhibitors. 270,000 tested, 0.007% active. Purified GALK, Kinase-Glo residual ATP luminescence; note: potency is the fitted concentration of half-maximal effect; % is set by controls: 0 for no effect and ±100 for the full control effect
Target sequence (P51570 whole entry, looked up): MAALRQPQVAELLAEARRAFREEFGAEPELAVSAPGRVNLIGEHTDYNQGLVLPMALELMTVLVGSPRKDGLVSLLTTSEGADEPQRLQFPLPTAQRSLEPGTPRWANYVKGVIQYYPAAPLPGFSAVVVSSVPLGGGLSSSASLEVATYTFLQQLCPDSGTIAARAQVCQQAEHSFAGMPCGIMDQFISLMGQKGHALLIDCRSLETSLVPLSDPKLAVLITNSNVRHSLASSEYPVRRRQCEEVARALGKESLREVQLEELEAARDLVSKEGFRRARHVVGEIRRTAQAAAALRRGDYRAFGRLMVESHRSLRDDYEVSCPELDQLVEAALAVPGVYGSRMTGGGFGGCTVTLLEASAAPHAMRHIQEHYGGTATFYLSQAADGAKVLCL
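The enzyme phosphorylates galactose (100 uM) using ATP (35 uM); inhibition is detected as higher residual ATP, quantified by bioluminescence after 1 h reaction at room temperature, pH 8.0.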
* marks the source's active call; other numbers are inactive results; i = inactive; ? = inconclusive; · = no result given; [ ] = another dose, or the depositor's remark. Unless noted, calls come from the whole dose curve; as a rule, active = well fitted curve in the direction sought with a large enough effect; inconclusive = small, poorly fitted or top-dose-only effect, or another doubt; inactive = no such curve, though single readings can be large; an effect the other way counts as inactive or inconclusive. Compounds were not picked by outcome; any-hit rate near 2%.

SMILES	KCNH2 3.1 block	MBNL1 CUG block	S-ASM inh	FBPA coupling cs	a7 integrin act	CXXC DNA block	KCNH2 WT inh	AT treatment	TRPV1 agonist	GALK inhibitor
Cc1cc(C)n2nc(C(=O)NCc3cccc(C(F)(F)F)c3)nc2n1	-13	·	0%	4	6%	6%	7	3%	0	0%
COc1ccccc1CNC(=O)COC(=O)c1cc2ccccc2o1	·	·	-1%	·	9%	·	8	-8%	·	·
Cc1cccc(NCc2nc(-c3ccccc3)no2)c1	7	-14%	-3%	-3	4%	8%	-5	-2%	28	2%
Nc1n[nH]c(N)c1N=Nc1ccc(Cl)cc1	22	·	-8%	0	-4%	0%	1	-1%	-1	0%
Cc1cccc(NC(=S)NC(=O)c2ccc(-c3ccccc3)cc2)n1	-13	56%[activator]	-7%	0	?	0%	19	3%	-1	0%
COc1cc(/C=C/C(=O)OCC(=O)NC2CCCCCCC2)ccc1O	-12	·	12%	·	-1%	·	-18	-7%	·	·
Cc1nnc(SCCn2c(Br)nc3c2c(=O)n(C)c(=O)n3C)s1	0	-2%	4%	1	?	11%	-2	-2%	1	0%
O=[N+]([O-])c1ccc(NC(c2ccccc2)c2ccc3cccnc3c2O)cc1 (stereo not drawn)	-71*	·	-16%	·	-28%	·	-12	·	·	·
CCc1ccc(S(=O)(=O)Nc2ccc(O)c3c(=O)cc(-c4ccccc4Cl)oc23)cc1	-41	-3%	-21%	1	-35%	8%	9	0%	1	-1%
CN(C)CCNC(=O)c1cc(Sc2ccc(F)cc2)nc2ccccc12	·	3%	·	0	·	-2%	·	1%	8	-1%
CCCCN1C(=O)C(=O)NC[C@@H]1CCCCN	-13	·	4%	·	-10%	·	-10	·	·	·
O=C1CSc2ccccc2N1Cc1ccc(F)cc1	-3	-10%	2%	0	-4%	-7%	-16	·	1	-2%
C[C@H](CO)N1C[C@H](C)[C@@H](CN(C)S(=O)(=O)c2ccc(F)cc2)Oc2ccc(NC(=O)c3ccncc3)cc2C1=O	6	·	-1%	·	22%	·	-11	2%	·	·
O=C(O)CC1=C(c2ccc(F)cc2)CCC1=O	14	-1%	1%	0	-2%	-7%	0	4%	0	·
O=C(Nc1ccc(Cl)cc1)N1CCC(c2ccccc2)C1 (stereo not drawn)	3	0%	-1%	-5	5%	-6%	7	1%	?	4%
COc1cccc(-c2nnc3sc(-c4ccccc4)nn23)c1	-19	-3%	-1%	3	0%	-9%	-4	4%	27	6%
Cc1cnc(C(=O)NC2CCSc3ccccc32)cn1 (stereo not drawn)	-11	-3%	1%	0	35%	1%	0	1%	-2	-5%
C=C(C)Cn1c(-c2ccc(OC)cc2)nc2ccccc21	35	-5%	-2%	-4	13%	7%	-4	23%	-5	4%
CCOc1ccc(S(=O)(=O)N2CCCCC2)cc1NC(=O)c1c(CC)noc1C	1	·	·	·	20%	·	-1	10%	20	·
Cc1ccc2oc(C(=O)NCC3CCOCC3)c(C)c2c1	19	1%	1%	·	-22%	11%	-6	23%	84*	-3%
COc1ccccc1NC(=O)C(C)OC(=O)Cc1ccsc1 (stereo not drawn)	5	·	1%	·	4%	·	13	-3%	7	·
CN1CCN(C(=O)c2cc(-c3ccco3)on2)CC1	-7	1%	0%	1	19%	6%	9	-2%	9	-1%
CC1CCCCN1C(=S)NC(=O)c1cccs1 (stereo not drawn)	7	7%	6%	0	?	38%[activator]	-5	3%	-2	-1%
O=C1NC(=Nc2cccc(O)c2)S/C1=C\c1cccnc1	-21	13%	2%	3	2%	3%	-9	-9%	-11	-1%
Cc1cc(NC(=O)CS(=O)(=O)c2cn(C)c3ccccc23)no1	1	4%	-2%	-5	0%	-3%	-14	4%	0	-1%

Brought forward from above: two entries, then new ones.
SMILES	KCNH2 3.1 block	MBNL1 CUG block	S-ASM inh	FBPA coupling cs	a7 integrin act	CXXC DNA block	KCNH2 WT inh	AT treatment	TRPV1 agonist	GALK inhibitor
O=C1NC(=Nc2cccc(O)c2)S/C1=C\c1cccnc1	-21	13%	2%	3	2%	3%	-9	-9%	-11	-1%
Cc1cc(NC(=O)CS(=O)(=O)c2cn(C)c3ccccc23)no1	1	4%	-2%	-5	0%	-3%	-14	4%	0	-1%
O=C(Cn1cnc2c(nnn2Cc2ccc(F)cc2)c1=O)Nc1ccccc1	-5	-5%	1%	3	-19%	-5%	4	15%	0	·
N/C(=N\OC(=O)CCCCCN1C(=O)c2ccccc2C1=O)c1ccccc1	2	-2%	-4%	1	9%	5%	-12	21%	30	0%
CC(NCC(O)COCc1ccc(Cl)cc1)c1ccccc1 (stereo not drawn)	4	-1%	3%	-1	-60%[inhibitor]	1%	i	2%	-5	0%
O=C(COC(=O)c1ccc[nH]c1=O)NC1CCCCC1	11	-13%	4%	3	17%	1%	2	1%	-2	0%
CCOc1ccc(S(=O)(=O)N2CCCC(C(=O)N3CCOCC3)C2)cc1Cl (stereo not drawn)	5	-5%	1%	0	3%	12%	4	3%	?	-3%
Cc1ccc(-c2nn3c(-c4cccc(Cl)c4)nnc3s2)cc1	·	-6%	·	1	·	0%	·	-1%	7	-2%
CCOC(=O)N1CCN(C(=O)c2cn(CC)c3ccc(S(=O)(=O)N4CCCCC4)cc3c2=O)CC1	6	-7%	-3%	0	-9%	-6%	-3	-2%	-2	1%
CN(C)N(C)C(=O)C(O)(c1ccccc1)c1ccccc1	20	1%	2%	1	18%	4%	0	1%	-1	4%
CC(C)CN(C(=O)COc1ccc2ccc(=O)oc2c1)C1CCS(=O)(=O)C1 (stereo not drawn)	4	8%	3%	·	14%	-9%	-10	3%	-1	-5%
O=C(N/N=C/c1cccc(F)c1)c1ccc(Cl)cc1	4	3%	2%	3	-5%	-2%	9	2%	?	9%
CCOC(=O)C1CCCCN1Cc1cn(C)nc1-c1ccccc1F (stereo not drawn)	-13	-11%	1%	0	10%	10%	-7	3%	1	-4%
Cc1c(Cl)cccc1NC(=O)C(=O)NNC(=O)c1ccccc1F	8	1%	3%	3	0%	-24%	-33	-4%	6	2%
CC(C)(O)C#Cc1ccc(CN2CCN(C3CCCCC3)C(CCO)C2)cc1 (stereo not drawn)	32	-1%	-5%	0	-21%	1%	3	6%	1	0%
COc1ccc(NC2CCCN(Cc3cccc4cnccc34)C2)cc1OC (stereo not drawn)	-13	12%	0%	-11	-4%	2%	6	2%	-4	-4%
O=C(NC1CCS(=O)(=O)C1)c1ccccc1C(=O)c1ccccc1 (stereo not drawn)	-3	-1%	1%	2	36%[7.66 µM]	7%	-6	·	2	0%
COCCC(=O)N1CCCC(C(=O)c2ccccc2SC)C1 (stereo not drawn)	-8	·	2%	·	-4%	·	-26	·	·	·

Record cards, from the list above. Order of values: KCNH2 3.1 block	MBNL1 CUG block	S-ASM inh	FBPA coupling cs	a7 integrin act	CXXC DNA block	KCNH2 WT inh	AT treatment	TRPV1 agonist	GALK inhibitor
CC(C)CN(C(=O)COc1ccc2ccc(=O)oc2c1)C1CCS(=O)(=O)C1 (stereo not drawn) in the list: 4	8%	3%	·	14%	-9%	-10	3%	-1	-5%
O=C1CSc2ccccc2N1Cc1ccc(F)cc1 in the list: -3	-10%	2%	0	-4%	-7%	-16	·	1	-2%
Nc1n[nH]c(N)c1N=Nc1ccc(Cl)cc1 in the list: 22	·	-8%	0	-4%	0%	1	-1%	-1	0%
CC(NCC(O)COCc1ccc(Cl)cc1)c1ccccc1 (stereo not drawn) in the list: 4	-1%	3%	-1	-60%[inhibitor]	1%	i	2%	-5	0%
CCOC(=O)N1CCN(C(=O)c2cn(CC)c3ccc(S(=O)(=O)N4CCCCC4)cc3c2=O)CC1 in the list: 6	-7%	-3%	0	-9%	-6%	-3	-2%	-2	1%
